High-throughput results: PubChem BioAssay, Johns Hopkins Ion Channel Center
KCNQ2 inh: KCNQ2 potassium channel inhibitors, primary screen, cell-based, CHO-K1, FluxOR thallium flux, B-score (AID 2156); Potassium voltage-gated channel subfamily KQT member 2 (Rattus norvegicus), O88943; 20 min; active compounds read low; B-score at 10 µM; 1.1% of 310,000 active;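 active = fluorescence ratio B-score at most minus 3 library SDs, with starting brightness B-score within 2 library SDs, cut at about -5.5 in these data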
Target sequence (O88943 whole entry, looked up): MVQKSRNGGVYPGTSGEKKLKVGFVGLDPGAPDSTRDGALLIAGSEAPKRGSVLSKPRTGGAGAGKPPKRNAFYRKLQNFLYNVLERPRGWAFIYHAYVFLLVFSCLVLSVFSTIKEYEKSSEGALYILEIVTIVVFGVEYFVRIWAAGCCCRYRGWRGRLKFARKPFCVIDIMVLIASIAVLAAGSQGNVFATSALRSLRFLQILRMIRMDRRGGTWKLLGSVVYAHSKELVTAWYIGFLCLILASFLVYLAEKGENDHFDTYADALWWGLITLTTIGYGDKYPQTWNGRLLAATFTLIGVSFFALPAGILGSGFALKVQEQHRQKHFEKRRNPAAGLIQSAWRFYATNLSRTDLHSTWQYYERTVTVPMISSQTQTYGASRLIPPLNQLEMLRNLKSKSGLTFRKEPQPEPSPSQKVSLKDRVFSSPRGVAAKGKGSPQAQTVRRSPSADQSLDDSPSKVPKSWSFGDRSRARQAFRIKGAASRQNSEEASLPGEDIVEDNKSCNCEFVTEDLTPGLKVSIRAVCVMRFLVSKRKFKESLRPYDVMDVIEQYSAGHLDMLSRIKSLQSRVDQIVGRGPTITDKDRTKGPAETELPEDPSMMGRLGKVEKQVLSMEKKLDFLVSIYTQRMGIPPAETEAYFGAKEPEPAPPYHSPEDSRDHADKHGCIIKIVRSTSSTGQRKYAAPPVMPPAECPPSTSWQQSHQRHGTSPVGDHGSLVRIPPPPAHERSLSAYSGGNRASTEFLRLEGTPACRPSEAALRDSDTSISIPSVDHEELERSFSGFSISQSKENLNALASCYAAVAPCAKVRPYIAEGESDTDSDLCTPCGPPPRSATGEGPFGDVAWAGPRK
Kir21 block: inhibitors of mouse Kir2.1 inward-rectifier potassium channel. Inward rectifier potassium channel 2 (Mus musculus), P35561. HEK293-Kir2.1, FluxOR thallium flux fluorescence; active compounds read low. B-score at 10 µM. 0.85% of 310,000 active;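 active = fluorescence ratio B-score at or below minus 3 SD of library scores, with starting-brightness B-score within 2 SD, cut at about -4.2 in these data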;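 also: channel flux triggered by added potassium and thallium sulfate stimulus; B-score of peak minus minimum fluorescence over baseline after thallium stimulus; more negative B-score means stronger Kir2.1 block with less thallium influx; some compounds called inactive have numbers as strong as hits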
CHT inh: inhibitors of human choline transporter CHT | 0.86% of 310,000 active | AID 488975, 2010 | CHT-expressing cells, membrane potential dye, choline response; active compounds read low | High affinity choline transporter 1 (Homo sapiens), Q9GZV3 | B-score at 10 µM;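 active = B-score over 3 SD under the library average, and starting fluorescence ratio not unusually high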;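 also: choline stimulus applied at its EC90 after an EC20 pre-addition; B-score computed on integrated fluorescence ratio after choline addition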
Numbers without * were called inactive; i = inactive; nt = no result given. Rows were taken by chance, and some 2.6% of all compounds hit somewhere here.

structure	KCNQ2 inh	Kir21 block	CHT inh
CC1(c2ccccn2)Nc2ccccc2-c2nc3ccccc3n21 (stereo unspecified)	i	-0.59	i
C/C(=N/NC(=O)c1ccc(C)s1)c1ccncc1	i	0.5	i
COc1ccccc1-c1noc2ncnc(Nc3ccc4c(c3)OCO4)c12	i	1.4	i
COc1ccc(C=C(c2nc3ccccc3s2)c2nc3ccccc3s2)cc1O	i	1.1	i
CS/C(=N\S(=O)(=O)c1ccccc1)c1ccccc1	i	-0.55	i
Cc1ccc2oc(=O)c(/C=C(\O)c3cccs3)nc2c1	i	0.66	i
COC(=O)c1ccc(Cn2cc(C(F)(F)F)cc([N+](=O)[O-])c2=O)cc1	i	0.53	i
CC(=O)N(C)/C=C1\Sc2ccccc2C1=O	i	-1.6	i

(list continues)
structure	KCNQ2 inh	Kir21 block	CHT inh
Cc1ccc2nc(/C(C#N)=C/c3ccccc3C(=O)O)[nH]c2c1	i	2.8	i
Cc1cc(CN2CCC(n3nccc3NC(=O)c3ccccc3C)CC2)n[nH]1	i	-0.09	i
c1ccc(CNc2nc3ccccc3n3cnnc23)cc1	i	-0.85	i
CN(C)c1nc(C(N)=O)nc(N2CCOCC2)n1	i	0.38	i
CC1CCCCN1C(=O)Cn1c(=O)oc2cc(S(=O)(=O)N3CCCC3)ccc21 (stereo unspecified)	i	-1.1	i
O=C(NCCN1CCOCC1)c1ccc(CS(=O)(=O)Cc2ccccc2F)o1	i	0.93	i
CN(CCO)c1ccc(-c2n[nH]c(=O)c3ccccc23)cc1[N+](=O)[O-]	i	0.19	i
O=C(OC1CCCCC1=O)c1cc(=O)c2ccccc2o1 (stereo unspecified)	i	0.92	i

Next part:
structure	KCNQ2 inh	Kir21 block	CHT inh
CC(=O)C1=C(O)CC(c2ccccc2)CC1=NCCc1c(C)[nH]c2ccc(C)cc12 (stereo unspecified)	i	-1.1	i
CN1CCN(c2ccccc2NC(=O)C(Cc2ccccc2)n2cccc2)CC1 (stereo unspecified)	i	0.07	i
CCCN(CC(=O)Nc1cc(Cl)ccc1Cl)C(=O)/C=C/c1ccco1	i	1.9	i
Cc1ccc(NC(C#N)c2ccccc2OCc2ccccc2)cc1 (stereo unspecified)	i	0.31	i
O=c1oc2ccc3ccccc3c2c2c1SC(C(F)(F)F)C2 (stereo unspecified)	i	-0.09	i
CN(C(=O)C1CCC(=O)N(C2CC2)C1)C1CCCCC1 (stereo unspecified)	i	0.32	i
O=C(c1ccc2c(=O)n(C3CCCC3)c(=S)[nH]c2c1)N1CCCCCC1	i	0.15	i
CCOc1ccc(OCc2ccc(C(=O)Nc3cccnc3)o2)cc1	i	0.32	i

Additional compounds
structure	KCNQ2 inh	Kir21 block	CHT inh
CCCn1c(SCC(=O)N2CCN(C(C)=O)CC2)nc2sc3c(c2c1=O)CCC3	i	-1.8	i
Cc1ccccc1NC(=O)CSc1nc2scc(C)c2c(=O)[nH]1	i	-1.2	i
COc1cccc(-c2cc(N)nn2C(=O)Nc2ccc(Cl)cc2)c1	i	1.2	i
CCOC(=O)C1(CC2CCCCO2)CCN(Cc2cc(F)ccc2-n2cccn2)CC1 (stereo unspecified)	i	0.6	i
COc1ccc(OC)c(/C=N/NC(=O)CC(=O)NCc2ccccc2)c1	i	0.27	i
COc1ccccc1OCCNC(=O)c1ccc(Br)cc1	i	1.5	i
CN1CCN(C2=C(Cl)C(=O)N(Cc3ccccc3)C2=O)CC1	i	-0.52	i
COc1ccc(/C=C/c2nc(S(=O)(=O)c3ccccc3)c(NCCCN(C)C)o2)cc1OC	i	-0.29	i

Compounds above that contain a nitro group on carbon, in the order listed:
structure	KCNQ2 inh	Kir21 block	CHT inh
COC(=O)c1ccc(Cn2cc(C(F)(F)F)cc([N+](=O)[O-])c2=O)cc1	i	0.53	i
CN(CCO)c1ccc(-c2n[nH]c(=O)c3ccccc23)cc1[N+](=O)[O-]	i	0.19	i

Next structures follow:
structure	KCNQ2 inh	Kir21 block	CHT inh
CCOc1ccccc1NC(=O)COc1coc(CN2CCCc3ccccc32)cc1=O	i	0	i
COc1ccc(N(C=O)C(=S)SC)cc1	i	-0.11	i
CCOC(=O)COC(=O)c1ccc(Oc2cc(C)nc(SC)n2)cc1	i	1.4	i
OC1(c2ccc(Cl)cc2)CCN(Cc2cn[nH]c2-c2ccc(F)cc2)CC1	i	1.4	i
CN1CCN(c2ccc(NC(=O)c3ccc([N+](=O)[O-])o3)cc2Cl)CC1	i	-0.95	i
Nc1[nH]n(-c2ccccc2)c(=O)c1N=Nc1ccc2ncsc2c1	i	0.97	i
O=C(Nc1sc2c(c1-c1nc3ccccc3[nH]1)CCCC2)C1CCCC1	i	0.64	i
Cc1ccc(S(=O)(=O)NCc2cn3c(C)csc3n2)cc1	i	0.08	i

Going on with the list.
structure	KCNQ2 inh	Kir21 block	CHT inh
O=C(NO)c1ccc(C(=O)N(C2CCCCC2)C2CCCCC2)cc1	i	-0.26	i
Cc1onc(-c2c(Cl)cccc2Cl)c1NC(=O)N(C)N	i	0.05	i
O=C(NCc1ccccc1)C12CN(Cc3ccccc3)CC1C(c1cccc([N+](=O)[O-])c1)=NO2 (stereo unspecified)	i	0.05	i
O=C(COC(=O)c1ccccc1[N+](=O)[O-])NNC(=O)c1cccs1	i	0.14	i
Cc1ccc(N(CC(=O)NCC2CCCO2)C(=O)CCC(=O)Nc2ccccn2)cc1C (stereo unspecified)	i	-1.4	i
CC(=O)OC(C)(CCC(C)(OC(C)=O)C(C)=O)C(C)=O (stereo unspecified)	i	1.5	nt
CNC(=S)N(Cc1cc2ccc(OC)cc2[nH]c1=O)CC1CCCO1 (stereo unspecified)	i	0.01	i
Cc1sc2ncn(CC(=O)N3CCC(C(N)=O)CC3)c(=O)c2c1S(=O)(=O)N1CC(C)CC(C)C1 (stereo unspecified)	i	-0.14	i

(continued)
structure	KCNQ2 inh	Kir21 block	CHT inh
CNC(=O)CN(c1cc(C)ccc1C)S(C)(=O)=O	i	0.02	i
CC1=C(C(=O)Nc2ccccc2)C(c2ccco2)C(C#N)=C(SCC(=O)OC(C)C)N1 (stereo unspecified)	i	0.39	i
CC(C)(C)NC(=O)C1CCC(C)(C(=O)O)C1(C)C (stereo unspecified)	i	2	i
O=C(CC1NCCNC1=O)Nc1ccc([N+](=O)[O-])cc1 (stereo unspecified)	i	-0.97	i
CCc1ccc(N(CC(=O)NCc2ccc(OC)cc2)C(=O)CCC(=O)Nc2ccccn2)cc1	i	-0.04	i
COc1ccccc1CN1C(=O)CN(C2CCCC2)C(=O)C1c1ccc(F)cc1 (stereo unspecified)	i	0.92	i
COc1ccc(C(=O)C2CCCN(C(=O)c3cc(C(C)C)no3)C2)cc1F (stereo unspecified)	i	-0.01	i
COc1ccc2c(c1OC)C(=O)N(c1cccc(NC(C)=O)c1)C2	i	0.65	i

The listing continues.
structure	KCNQ2 inh	Kir21 block	CHT inh
Cc1cc([N+](=O)[O-])c(C)cc1-c1ccc(/C=N/NC(=O)Cn2nnnc2N)o1	i	-0.11	i
COc1cccc(OC)c1C(=O)NC(=S)Nc1cccc(NC(=O)c2ccco2)c1	i	-0.59	i
Cc1nn(-c2ccccc2)c(C)c1C(=O)OCC(=O)N1c2ccccc2NC(=O)C1(C)C	i	-0.52	i
CCOC(=O)CCn1c(CC(=O)OCC)nc2ccccc21	i	0.67	i
COc1ccccc1CN(Cc1cccnc1)S(=O)(=O)c1ccc(-n2cnnn2)c(OC)c1	i	-0.48	i
CC(C)(C)c1cc(CN2CCN(CCO)CC2)cc(C(C)(C)C)c1O	i	-0.16	i
C=CCNC(=O)CCNS(=O)(=O)c1ccc(Br)cc1	i	-0.1	i
COc1ccccc1CNC(=O)C1CCN(S(=O)(=O)c2ccc3c(c2)CC(C)N3C(=O)C2CC2)CC1 (stereo unspecified)	i	-0.35	i

Further compounds follow.
structure	KCNQ2 inh	Kir21 block	CHT inh
CC(=O)N1CCN(Cc2nc3cc(NC(=O)COc4cccc(C)c4)ccc3n2C)CC1	i	0.11	i
Cc1ccc(S(=O)(=O)Nc2c(C)nc3nc(C)[nH]n3c2=O)cc1	i	0.56	i
Cc1cc2ncn(CC(O)COC3CCCCC3)c2cc1C (stereo unspecified)	i	-0.3	i
COc1ccc(N(C(=O)c2csnn2)C(C(=O)NC2CCCC2)c2cccs2)cc1 (stereo unspecified)	i	2.5	i
O=C(CNC(=O)CNC(=O)c1ccc(Cl)cc1Cl)NCc1cccc(Cl)c1	i	-0.48	i
CN1CCN(C(=O)c2ccccc2NC(=O)C(C)(C)C)CC1	i	-0.48	i
Cc1ccc2c(c1)c(Sc1ccccc1)c(CC(=O)O)n2C	i	0.88	i
COc1ccc(OC)c(CN2CCN(Cc3cccc4ccccc34)CC2)c1	i	-0.38	i

Other results
structure	KCNQ2 inh	Kir21 block	CHT inh
NS(=O)(=O)c1ccc(N=Cc2c(O)c3ccccc3oc2=O)cc1	i	-0.6	i
Cn1nnnc1SCC(=O)N1CCN(Cc2ccccc2)CC1	i	-0.68	i
O=C(CCN1C(=O)[C@@H]2Cc3ccccc3CN2C1=O)N[C@H](C(=O)O)c1ccccc1	i	0.54	i
CCc1ccc(NS(=O)(=O)c2ccc(OC)c(C)c2)cc1	i	-1.8	i
C=CCN1C(=O)c2ccc(C(=O)OCC(=O)N3CCN(c4ccccc4)CC3)cc2C1=O	i	1.8	i
CC(C)(C)N=C1C([N+](=O)[O-])=CC=C2C1=NC1(CCCCC1)N2O	i	-0.21	i
CCCCCCN(C(=O)CCCCCN1C(=O)NC(c2ccc(-c3ccccc3)cc2)C(C(=O)OCc2ccccc2)=C1C)C(C(=O)NCCCC)c1ccc(O)c(C(=O)OC)c1 (stereo unspecified)	i	-0.01	nt
O=C(/C=C/c1ccc(F)cc1)NCc1cccs1	i	0.28	i

(more compounds)
structure	KCNQ2 inh	Kir21 block	CHT inh
O=C(CCNC(=O)c1ccc(Cl)cc1)NCC(c1ccco1)N1CCCCC1 (stereo unspecified)	i	-0.07	i
Cc1cc(C)c(C#N)c(SCCS(=O)(=O)Cc2ccccc2)n1	i	0.84	i
OC1c2cc(Br)ccc2N=C2CCCN21 (stereo unspecified)	-7.7*	-0.76	i
Cc1cc(C)c2cc(C=O)c(Cl)nc2c1	i	-0.35	-6.1*
COc1ccc(C(=O)Nc2nnc(SCC(=O)NCc3ccco3)s2)cc1OC	i	0.93	i
O=[N+]([O-])c1cc([N+](=O)[O-])c(Oc2c(F)cccc2F)cc1NN1CCCCC1	i	-0.18	i
O=c1c2ccccc2nnn1CSc1nnc(-c2cccs2)n1Cc1ccccc1	i	0.03	i
CCOC(=O)c1c(-c2ccc(OC)cc2)cn2ccccc12	i	0.94	i

Later entries:
structure	KCNQ2 inh	Kir21 block	CHT inh
CCCCNS(=O)(=O)c1ccc2nc(-c3cccnc3)cc(C(=O)NC3CCCC3)c2c1	i	0.68	i
C=CCN(C(=O)C1=NN(C2CCS(=O)(=O)C2)C(=O)CC1)c1nc(-c2ccc([N+](=O)[O-])cc2)cs1 (stereo unspecified)	i	-0.8	i
Cc1ccc(C(=O)NCC(=O)N/N=C/c2cccs2)cc1C	i	0.12	i
O=C(c1ccccc1[N+](=O)[O-])N1N=C(c2ccccc2)CC1(O)C(F)(F)F (stereo unspecified)	i	0.73	i
O=C1CSC(c2cccc([N+](=O)[O-])c2)N1c1c(F)cccc1F (stereo unspecified)	i	-0.55	i
CC(C)CCn1nnnc1C(c1ccccc1)N1CCN(C)CC1 (stereo unspecified)	i	-0.45	i
Cc1cc(NC(=O)COC(=O)C2CCC(=O)N2)c([N+](=O)[O-])cc1C (stereo unspecified)	i	-1.8	i
Cc1ccn(CC(=O)N2N=C(C(F)F)CC2(O)C(F)F)n1 (stereo unspecified)	i	2.1	i

(listing goes on)
structure	KCNQ2 inh	Kir21 block	CHT inh
CCOC(=O)CCNC(C(=O)OCC)c1ccccc1 (stereo unspecified)	i	-0.5	i
O=C(CSCc1ccc(Cl)cc1)N1CCN(Cc2ccc3c(c2)OCO3)CC1	i	-0.57	i
CC(C)n1c(SC2C(=O)CC(C)(C)CC2=O)nc2c1c(=O)n(C)c(=O)n2C	i	-2.2	i
COc1ccc(N(CC(=O)N2CCN(c3ccc(F)cc3)CC2)S(=O)(=O)c2c(C)noc2C)cc1	i	0.26	i
COc1cc(NC(=O)C(=O)NCCN(C)C)c(OC)cc1Cl	i	0.88	i
CC(=O)c1c(C)n(-c2ccc(Cl)cc2)c2ccc(O)cc12	i	1.8	i
CCn1cc(C(=O)NCc2ccc3c(c2)OCO3)c(=O)c2cc(F)c(N3CCN(C)CC3)cc21	i	-0.35	i
CC(C)(C)NC(=O)CSc1nnc(C2CC2)n1Cc1ccccc1	i	0.11	i

Next section:
structure	KCNQ2 inh	Kir21 block	CHT inh
Cc1cc([N+](=O)[O-])cc(/C=N/n2c(C)nc3ccccc3c2=O)c1O	i	-1.4	i
COc1ccc(S(=O)(=O)n2c([N+](=O)[O-])cnc2C)cc1OC	i	1.4	i
c1ccc(-c2nc(N3CCCCCC3)nc(-n3ccnc3)n2)cc1	i	0.73	i
O=C1OC2CCC1(c1ccccc1)C2 (stereo unspecified)	i	1.2	i

Some of these compounds in order of molecular weight, high to low.
structure	KCNQ2 inh	Kir21 block	CHT inh
Cc1cc([N+](=O)[O-])cc(/C=N/n2c(C)nc3ccccc3c2=O)c1O	i	-1.4	i
COc1ccc(S(=O)(=O)n2c([N+](=O)[O-])cnc2C)cc1OC	i	1.4	i
O=C1OC2CCC1(c1ccccc1)C2 (stereo unspecified)	i	1.2	i
